HEK293 tox = cytotoxicity counter-screen for GLP-1 receptor inverse agonists | Potency, µM (top dose mostly 38.3 µM), without a hit: top-dose activity change, negative = inhibition, hits mostly inhibitors | AID 624418 | actives 0.13% (n = 410,000) | HEK293 cAMP-luciferase reporter cells, luminescence, 24 h;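 further: loss of luciferase light is scored as toxicity; potency means the concentration at half of the fitted maximal effect; on the % scale 0 is the no-effect control and ±100 the full control effect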
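Seeding density was 200 cells/uL; after overnight-length (12 h) culture, 23 nL compounds went on for 24 h at 37 °C. Readout used a luciferase detection reagent, luminescence taken after 12 min at room temperature.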
aSyn rescue = alpha-synuclein toxicity inhibition in yeast | Potency, µM (highest dose often 46.1 µM), without a hit: top-dose growth rescue (activation), usual class: activators | actives 0.14% (n = 370,000) | Yeast expressing alpha-synuclein, growth rescue, BacTiter-Glo, 24 h; further: potency means the concentration at half of the fitted maximal effect; % of control where 0% means no effect; nearly all actives have a fitted effect of over 65% in size
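Readout is rescue of growth in alpha-synuclein-expressing yeast, so inhibitors of toxicity appear as activators. Growth after 24 hr at 30 deg C in galactose medium is quantified by luminescence.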
Mm-Cpn inhibitor = M. maripaludis TRiC chaperonin inhibition; purified Mm-Cpn ATPase, ADP Transcreener TR-FRET; Potency, µM (titrated, usually from 76.9 µM), for the others: at the top dose activity, negative = inhibition, hits mostly inhibitors; actives 0.031% (n = 330,000); AID 504842; further: potency means the concentration at half of the fitted maximal effect; on the % scale 0 is the no-effect control and ±100 the full control effect; nearly all actives have a fitted effect of over 80% in size
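Purified archaeal chaperonin (25 nM final) was preincubated with compound for 10 min at 37°C, then ATP (10 uM final) was added for 30 min at 37°C in Tris pH 7.4/KCl/MgCl2/DTT buffer. ADP was quantified by HTRF Transcreener TR-FRET.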
pAkt inh = Akt phosphorylation inhibition | activity change, % for hits at 50 µM | AID 651550 | actives 0.32% (n = 360,000) | Neuro2A IGF-stimulated pAkt S473 HTRF, 20 min; hits give low values; in the data active means activity change below about -80%; inconclusive means mostly about -51% to -80%; further: on the % scale 0 is the no-effect control and ±100 the full control effect
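Single-point screen (50 µM final compound) in Neuro2A cells stimulated 20 min with 6 nM IGF at 37 deg C. After lysis, Ser473-phosphorylated Akt read by HTRF (ex 330 nm, em 615/665 nm) as the 665/615 ratio.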
TDP-43 yeast inh = inhibitors of TDP-43 toxicity in yeast; TDP-43 expressing yeast growth rescue, BacTiter-Glo, 24 h; Potency, µM (series often up to 46.1 µM), for the others: at the highest dose growth rescue (activation), most hits filed as activators; actives 1.8% (n = 410,000); further: potency means the concentration at half of the fitted maximal effect; % of control where 0% means no effect; nearly all actives have a fitted effect of over 50% in size
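Growth rescue of TDP-43-toxic yeast measured as ATP luminescence (BacTiter-Glo). Cells grown to mid-log in raffinose, induced in galactose at OD600=0.02, exposed to compound 24 hr at 30 deg C.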
GLP-1R inv ag = GLP-1 receptor (human) inverse agonism | actives 1.6% (n = 410,000) | AID 624417 | P43220 | HEK293 GLP-1R CRE-luciferase, luminescence, 24 h; GLP-1R form is constitutively active | Potency, µM (highest dose often 38.3 µM), without a hit: at the top dose activity change, negative = inhibition, hits mostly inhibitors; further: potency means the concentration at half of the fitted maximal effect; on the % scale 0 is the no-effect control and ±100 the full control effect; nearly all actives have a fitted effect of over 55% in size
Target sequence (P43220 whole entry, looked up): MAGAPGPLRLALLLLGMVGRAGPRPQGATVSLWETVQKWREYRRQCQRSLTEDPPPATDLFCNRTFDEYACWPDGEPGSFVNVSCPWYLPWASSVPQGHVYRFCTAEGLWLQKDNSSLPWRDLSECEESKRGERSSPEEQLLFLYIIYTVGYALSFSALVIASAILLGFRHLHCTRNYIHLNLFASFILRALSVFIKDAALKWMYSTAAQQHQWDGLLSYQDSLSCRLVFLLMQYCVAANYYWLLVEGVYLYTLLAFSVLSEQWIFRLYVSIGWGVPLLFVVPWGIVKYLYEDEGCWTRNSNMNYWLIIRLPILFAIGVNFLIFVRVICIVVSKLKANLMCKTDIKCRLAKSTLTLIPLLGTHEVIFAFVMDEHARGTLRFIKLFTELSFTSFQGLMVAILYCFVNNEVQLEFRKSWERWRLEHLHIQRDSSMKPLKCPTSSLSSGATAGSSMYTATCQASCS
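Cells are plated, allowed 12 hours at 37 deg C, then treated with compounds for 24 hr before luciferase detection reagent is added and luminescence is read after 12 min at room temperature. The HEK293 line carries constitutively active GLP-1R with a cAMP-responsive reporter.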
Abeta yeast res = restores growth of yeast expressing A-beta42 peptide; yeast expressing A-beta42, growth rescue, OD600, 48 h; response scale: 0% DMSO, 100% iron-clioquinol control; Potency, µM (top dose mostly 46.1 µM), inactives show at the highest dose growth rescue, usual class: activators; actives 0.063% (n = 410,000); further: potency means the concentration at half of the fitted maximal effect; nearly all actives have a fitted effect of over 55% in size
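Growth rescue measured by 600 nm absorbance after 48 h yeast culture at 30 C with compound. Values normalized between DMSO and an equimolar ferric chloride plus clioquinol control.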
PTHR1 agonist = activates the human parathyroid hormone receptor PTHR1. Q03431. HEK293 GP2 PTHR1 cells, GloSensor cAMP luminescence, 1 h. Potency, µM (top dose mostly 115 µM), for inactives: at the top dose activation, usual class: activators. actives 0.075% (n = 410,000). AID 743266; further: potency means the concentration at half of the fitted maximal effect; nearly all actives have a fitted effect of over 55% in size; some results filed as inactive show a strong effect at the top dose; inactives centre near -15; many of its hits are not listed in these tables
Target sequence (Q03431 whole entry, looked up): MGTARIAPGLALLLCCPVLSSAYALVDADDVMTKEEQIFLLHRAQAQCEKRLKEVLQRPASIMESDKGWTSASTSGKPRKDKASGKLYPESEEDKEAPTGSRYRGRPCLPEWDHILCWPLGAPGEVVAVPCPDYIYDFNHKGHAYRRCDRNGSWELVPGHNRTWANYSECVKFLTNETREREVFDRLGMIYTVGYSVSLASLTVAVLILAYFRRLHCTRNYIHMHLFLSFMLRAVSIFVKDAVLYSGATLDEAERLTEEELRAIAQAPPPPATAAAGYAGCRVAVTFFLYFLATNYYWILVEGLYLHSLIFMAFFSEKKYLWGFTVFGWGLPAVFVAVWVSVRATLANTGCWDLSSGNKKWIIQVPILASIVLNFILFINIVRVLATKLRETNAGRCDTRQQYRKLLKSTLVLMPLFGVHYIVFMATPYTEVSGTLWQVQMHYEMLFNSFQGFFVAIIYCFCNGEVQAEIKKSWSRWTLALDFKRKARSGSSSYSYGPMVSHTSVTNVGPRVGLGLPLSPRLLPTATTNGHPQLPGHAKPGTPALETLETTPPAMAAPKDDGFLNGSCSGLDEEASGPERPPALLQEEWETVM
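HEK-293-derived GP2 cells expressing PTHR1 and a GloSensor cAMP reporter, 3,000/well, plated overnight, given luciferin plus IBMX (each 0.5 mM as added) for 1 h at 37 °C, then compound for 1 h at 37 °C. Luminescence was read after 15 min at room temperature.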
FUS yeast rescue = suppressors of FUS proteinopathy in yeast; AID 1347120; S. cerevisiae FUS-expressing, growth rescue, OD600, 24 h; Potency, µM (titrated, usually from 76.6 µM), for inactives: at the highest dose growth rescue (activation), most hits filed as activators; actives 0.24% (n = 390,000);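 further: potency means the concentration at half of the fitted maximal effect; plate controls were DMSO vehicle for no effect and reference control for full effect; nearly all actives have a fitted effect of over 55% in size; some results filed as inactive show a strong effect at the top dose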
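Read-out: OD at 600 nm after 24hr at 30C, reporting rescue of FUS-induced yeast toxicity. Cells at OD 0.005 in galactose (2%) minimal medium; compounds tested in a dilution series; CP55940 titration from 92uM final as control.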
Active calls of the source: *; i = inactive; ? = inconclusive; · = not tested or not shown; [ ] = another dose, or the depositor's remark. Unless noted, the call rests on the fitted dose curve; in most records, active means well fitted curve in the direction sought with a large enough effect; inconclusive means small, poorly fitted or top-dose-only effect, or another doubt; inactive means no such curve, though single readings can be large; an effect the other way counts as inactive or inconclusive. This is a subset (hit frequency here may not be typical).

SMILES	HEK293 tox	aSyn rescue	Mm-Cpn inhibitor	pAkt inh	TDP-43 yeast inh	GLP-1R inv ag	Abeta yeast res	PTHR1 agonist	FUS yeast rescue
CCCCC(=O)OCC(=O)Nc1ccc(C)c(F)c1	2%[7.66 µM]	-2%	1%	i	-16%[9.22 µM]	13%[7.66 µM]	1%	-8%	19%
COCOc1ccc(/C=C/C(=O)c2c(OCOC)cc(OCOC)c(CC=C(C)C)c2O)cc1OCOC	5%	5%	·	i	19%	2%	2%	-14%	-10%
O=C(Nc1cc(Cl)cc(Cl)c1)c1cccnc1	-3%	-16%	1%	i	?	-21%	1%	-12%	-21%
O=C(O)c1cn(Cc2ccccc2)c2ccc(Cl)cc2c1=O	12%	0%	-2%	i	9%	6%	8%	-8%	-8%
Cc1ccc(Cn2nnc3c(=O)[nH]c(C4CCN(C(=O)Cc5ccccc5F)CC4)nc32)cc1	-5%	·	·	·	16%	-5%	-7%	i	?
COc1ccccc1N1C(=O)c2ccccc2NC1c1cc(OC)c(OC)c(OC)c1 (stereo not given)	-9%	0%	-2%	i	12%	17%	10%	i	5%
CCS(=O)(=O)N1N=C(c2ccc(C)cc2)CC1c1cc2ccc(OC)cc2nc1Cl (stereo not given)	-5%	·	·	·	16%	?	16%	i	?
NNC(=O)/C(=C\c1ccc(Br)cc1)NC(=O)c1cccs1	-8%	-4%	-3%	i	-5%	0%	7%	-6%	-3%
O=C(N/C(=C\c1cccnc1)C(=O)N1CCOCC1)c1ccco1	7%	1%	1%	i	-20%	-6%	-23%	-9%	-3%
CCSc1nc2ccccc2c(OCc2cc(C(=O)OC)ccc2OC)c1C(=O)OC	-13%	·	·	·	9%	?	-3%	i	31%
O=C1NC[C@@H](CCCCN2C[C@H](Cc3ccccc3)N(CCc3ccccc3)C(=O)C2=O)N(CCc2ccccc2)C1=O	2%	-12%	·	i	-6%	13%	-6%	?	30%
CC(=O)/C=N/Nc1ccccc1	3%	-3%	0%	i	-13%	-1%	16%	-18%	-9%
Cc1cc(C)nc(SCC(=O)N2CCC(C(N)=O)CC2)n1	7%	-2%	1%	i	-13%	5%	10%	i	3%
COC(=O)c1ccc(CNC(=O)Cn2cnnn2)cc1	3%	-1%	2%	i	15%	16%	0%	i	-17%
COc1ccc(/C=C/c2nc(-c3ccccc3)cc(=O)[nH]2)cc1	35%[activator]	4%	-1%	i	-3%	46%[activator]	12%	i	6%
S=C(Nc1cccnc1)Nc1ccccn1	-3%	-2%	0%	i	-7%	6%	-3%	i	-34%
NS(=O)(=O)c1cccc(NC(=O)CCc2ccc(S(=O)(=O)N3CCOCC3)cc2)c1	2%	2%	0%	i	-19%	43%[activator]	3%	i	4%
CC(=O)NC(CC(=O)Nc1nc(C)cs1)c1ccccc1 (stereo not given)	11%	8%	1%	i	-9%	12%	0%	i	-5%
CC1(C)CC(=O)C2=C(C1)NC(SCC(=O)Nc1ccccc1)=C(C#N)C21CCCCC1	7%	0%	1%	i	15%	?	20%	-40%[inhibitor]	2%
CCOc1ccc(CCNC(=O)C2CSC3(C)CCC(=O)N23)cc1OCC (stereo not given)	-11%	4%	-4%	i	-6%	3%	2%	i	-4%
CC/C(O)=N\S(=O)(=O)c1ccc(N=NN(C)C)cc1	-7%	-24%	0%	i	-4%	2%	-27%	-12%	36%
CCOc1ccc(-c2cc(C(=O)NCc3ccc(OC)cc3)c3c(-c4ccc(F)cc4)[nH]nc3n2)cc1	11%	·	·	·	28%	1%	12%	-16%	5%
O=[N+]([O-])c1ccc(N2CCN(Cc3ccncc3)CC2)cc1	-28%	-2%	-2%	i	16%	?	4%	-5%	-13%
O=C(CSc1ccc2ccccc2n1)N/N=C/c1ccc(O)cc1	-31%	0%	-1%	i	-21%	?	-18%	-22%	12%
Cc1ccc(C)n1-c1c(C(=O)NN)cnn1-c1ccccc1	-5%	-6%	1%	i	-10%	-31%	-5%	i	3%
COc1ccc(NS(=O)(=O)c2ccc(Cl)s2)cn1	4%	8%	3%	i	?	30%	-4%	i	-7%
CCn1c(=O)c2ccccc2n2c(SCC(=O)N3CCCc4ccccc43)nnc12	6%	1%	0%	i	-12%	0%	-4%	-25%[57.5 µM]	2%
O=C1C(=O)N(CCCN2CCOCC2)C(c2ccc(Cl)cc2)/C1=C(/O)c1ccc(F)cc1 (stereo not given)	-11%	-7%	0%	i	8%	-5%	2%	-27%	8%
O=C(NC1CCCC1)C1CCN(C(=O)NCc2ccccc2)CC1	-16%	2%	1%	i	4%	2%	7%	i	-22%
CCCc1nnc(SCC(=O)N2CCCC(C)C2)n1CCCOC (stereo not given)	-1%	2%	-2%	i	16%	2%	21%	i	-4%
O=C1c2cccc3cccc(c23)C(c2nc3ccccc3[nH]2)N1C1CC1 (stereo not given)	-7%	?	·	i	-13%	-6%	-10%	-15%	1%
Cc1ccc(NC(=O)NCCCN2CCCC2=O)c(C)c1	0%	1%	1%	i	-12%	3%	9%	-6%	-4%
O=C(Nc1cccc2ncccc12)C12CC3CC(CC(C3)C1)C2	-6%	4%	-1%	i	0%	11%	20%	i	-5%
O=C(NC1CCCCC1)C1CCN(c2nccs2)CC1	-11%	-7%	-2%	i	-5%	4%	-9%	i	20%
CN1C(=O)N(C)C2C1N(CN1CCCCC1)C(=O)N2CN1CCCCC1 (stereo not given)	-6%	-7%	2%	i	5%	2%	5%	-7%[57.5 µM]	-31%
N#CC(=C1CCCC1)c1nc(-c2ccccc2O)cs1	-9%	2%	0%	i	-14%	?	1%	-8%	31%
Cc1ccccc1C(=O)NCc1ccncc1	3%	1%	0%	i	12%	21%	18%	-19%[57.5 µM]	-20%
CC1CCCCCCC1OC(=O)c1ccccc1C(=O)O (stereo not given)	-7%	30%	·	i	?	-12%	9%	i	·
O=C(C1=C[C@H](C2CC2)C[C@H](OCc2ccc(CO)cc2)O1)N1CCN(Cc2ccccc2)CC1	0%	8%	·	i	26%	5%	9%	-63%[inhibitor]	-4%
O=C(Cn1nc(-c2ccccc2)ccc1=O)Nc1ccc(N2CCN(C(=O)c3ccccc3)CC2)cc1	-23%	1%	-1%	i	-16%	0%	2%	-2%[57.5 µM]	?
CN(CC(=O)N1CCN(c2ccccn2)CC1)S(=O)(=O)c1ccccc1	-8%	2%	-4%	i	12%	12%	12%	i	11%
CCN(CC)S(=O)(=O)c1cc(C(=O)Nc2ccc(Cl)cn2)ccc1C	6%	-17%	1%	-114%*	?	?	-46%[inhibitor]	-17%	7%
CC1(NC(=O)c2cccc(S(=O)(=O)N3CCN(c4ccc(F)cc4)CC3)c2)CCS(=O)(=O)C1 (stereo not given)	-3%	0%	0%	i	9%	-24%	9%	-32%[inhibitor]	10%
CC(C)CCn1c(Sc2nc3ccccc3o2)nc2c1c(=O)[nH]c(=O)n2C	5%	1%	0%	i	22%	4.5µM*	-28%	-23%	·
Cc1cc(NC(=O)CC2CCCC2)n(-c2nc3ccccc3[nH]2)n1	?	9%	-3%	i	-3%	?	5%	-5%	18%
COc1cc(/C=N/N=C2\CC3CCC2(C)C3(C)C)ccc1O (stereo not given)	-29%	0%	·	i	11%	-27%	-2%	i	2%
O=C(COC(=O)C1CC1)NC(=O)c1ccccc1	-11%	5%	0%	i	29%	3%	7%	i	·
COC(=O)c1sc(S(=O)(=O)NC(Cc2ccccc2)C(=O)O)c(C(=O)OC)c1C (stereo not given)	-23%	9%	1%	i	9%	12%	-1%	-38%	-14%
Cc1cnc(C(=O)NCCc2ccc(C(F)(F)F)cc2)cn1	?	1%	-2%	i	25%	9%	18%	i	10%
Cc1ccc(S(=O)(=O)NCCC(=O)N2CCCCCCC2)cc1C	9%	2%	0%	i	0%	-26%	6%	0%	8%
The list continues.
SMILES	HEK293 tox	aSyn rescue	Mm-Cpn inhibitor	pAkt inh	TDP-43 yeast inh	GLP-1R inv ag	Abeta yeast res	PTHR1 agonist	FUS yeast rescue
Cc1ccccc1C(=O)Nc1ccc(C(=O)O)cc1NC(=O)c1ccccc1C	3%	3%	2%	i	21%	16%	4%	i	-14%
Cc1cc(C)cc(OCC(=O)NCC2CCCO2)c1 (stereo not given)	0%	-5%	1%	i	0%	?	-21%	i	?
O=C1CN2C(=Nc3ccc(Cl)cc3C2c2ccccc2)CN1 (stereo not given)	-22%	1%	0%	i	-6%	-18%	10%	-10%[57.5 µM]	18%
CC1CCCN(C(=S)Nc2ccc3nc4n(c(=O)c3c2)CCCCC4)C1 (stereo not given)	-18%	15%	1%	i	17%	-28%	-9%	i	·
CC(C)Cc1nnc(NC(=O)CSc2ncn[nH]2)s1	2%	0%	0%	i	-24%	21%	-5%	i	5%

Reformatted with two lines to a compound: entries from further up
Each structure is followed by: HEK293 tox	aSyn rescue	Mm-Cpn inhibitor	pAkt inh	TDP-43 yeast inh	GLP-1R inv ag	Abeta yeast res	PTHR1 agonist	FUS yeast rescue
> Cc1ccccc1C(=O)Nc1ccc(C(=O)O)cc1NC(=O)c1ccccc1C
  3%	3%	2%	i	21%	16%	4%	i	-14%
> Cc1cc(C)cc(OCC(=O)NCC2CCCO2)c1 (stereo not given)
  0%	-5%	1%	i	0%	?	-21%	i	?

Source: PubChem BioAssay
